High-throughput results (PubChem BioAssay)
ALOX12 inh = inhibitors of human 12S-lipoxygenase ALOX12 | hit rate 1.1% among 580,000 | AID 1671190 | Potency, µM (highest dose often 108 µM), for the others: top-dose activity change, negative = inhibition, usual class: inhibitors | purified 12hLO, xylenol orange hydroperoxide absorbance | P18054; active means well fitted inhibition curve with a large enough effect; inconclusive means small, poorly fitted or top-dose-only effect, or another doubt; inactive means no such curve, though single readings can be large or run the other way
Target sequence (P18054 whole entry, looked up): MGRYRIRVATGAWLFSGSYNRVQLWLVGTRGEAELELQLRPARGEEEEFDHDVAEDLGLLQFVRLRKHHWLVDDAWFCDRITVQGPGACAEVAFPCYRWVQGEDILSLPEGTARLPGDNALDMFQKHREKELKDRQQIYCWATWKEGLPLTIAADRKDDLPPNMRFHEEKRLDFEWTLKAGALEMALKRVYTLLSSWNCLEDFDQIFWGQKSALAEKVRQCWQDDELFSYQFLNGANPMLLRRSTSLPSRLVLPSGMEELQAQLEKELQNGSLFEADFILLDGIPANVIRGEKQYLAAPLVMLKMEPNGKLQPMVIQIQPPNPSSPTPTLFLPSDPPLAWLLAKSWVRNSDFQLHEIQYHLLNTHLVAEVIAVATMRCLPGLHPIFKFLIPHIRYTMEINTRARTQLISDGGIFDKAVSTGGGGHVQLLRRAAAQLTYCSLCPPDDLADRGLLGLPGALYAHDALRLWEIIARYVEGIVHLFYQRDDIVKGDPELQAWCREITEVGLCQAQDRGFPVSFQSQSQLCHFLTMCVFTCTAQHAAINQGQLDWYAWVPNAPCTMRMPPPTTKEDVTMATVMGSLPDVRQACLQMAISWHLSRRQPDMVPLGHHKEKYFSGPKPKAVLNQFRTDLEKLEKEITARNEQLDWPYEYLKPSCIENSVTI
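Purified human 12hLO (150 nM final) in 25 mM Hepes, 0.01% Triton X-100, pH 7.0 was preincubated 15 min at room temperature with compound. Then 40 uM arachidonic acid was added, 30 min. Hydroperoxide was read by Fe-XO absorbance ratio 573/405 nm.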
Active calls of the source: *; ? = inconclusive; [ ] = remark or other dose. On the % scale 0 is the no-effect control and ±100 the full control effect; potency means the concentration at half of the fitted maximal effect. Some of the compounds tested (hit frequency here may not be typical).

SMILES	ALOX12 inh
O=C(c1cccc(C(F)(F)F)c1)N1CCCCCCC1	4.1%
COC1CN(c2ccc(C)cc2)C12CCN(C(=O)COc1ccc(F)cc1)CC2 (stereo not drawn)	-19.7%
COC(=O)COc1ccc2c(=O)c(Oc3cc(C)ccc3C)coc2c1	4.9%
Cc1cc(-c2ccnc(-n3ncc(C(=O)NCCc4cccnc4)c3C)n2)c(C)s1	6.0%
COc1ccccc1N1CCN(C(=O)C[C@@H]2O[C@H](CNC(=O)c3ccco3)[C@@H](O)[C@H]2O)CC1	-3.5%
O=C(O)c1ccc(-c2cc3cccnc3c(-c3ccc4nonc4c3)n2)cc1	-6.0%[57.4 µM]
CN(C)S(=O)(=O)N(CC(=O)Nc1ccc(Cl)cc1)c1ccccc1	-15.0%
Fc1cccc(CN2CCC(Cc3nc(-c4ccncc4)n[nH]3)C2)c1 (stereo not drawn)	62.3%[activator]
O=C(O)CN1CCC(C(=O)O)CC1	?
O=C(Nc1ccccc1Br)C1CC2CCC1C2 (stereo not drawn)	-26.3%
Cc1cc(C)c2c(=O)cc(C(=O)Nc3nnc(CC(C)C)s3)oc2c1	-0.4%
CN(C)c1ccc(C(=O)/C=C/c2cc3ccccc3nc2N2CCOCC2)cc1	?
CC1=C(C(=O)Nc2ccccc2)C(c2ccc(Br)cc2)N2C(=O)CSC2=N1 (stereo not drawn)	1.0%
CCc1cccc2c(C(CC(=O)N3CCCC3)c3cccc(Cl)c3)c[nH]c12 (stereo not drawn)	57.5%[activator]
NC(=O)[C@@H](Cc1ccccc1)NC(=O)[C@@]1(O)C[C@@H](O)[C@H](O)[C@@H](NS(=O)(=O)c2cccc(C(F)(F)F)c2)C1	-22.6%
COc1ccc(C(=O)NC2CCN(C(=O)N3CC4CC(C3)[C@H]3CCCC(=O)N3C4)CC2)c(OC)n1 (stereo partly drawn)	-3.1%
CC1=C[C@@H](CNC(=O)COc2ccccc2)[C@H](C(C)C)C[C@H]1Cc1nnc(-c2cncn2C)o1	-16.6%
Cc1ccc(C(=O)Nc2ccc(-c3nnc4n3CCCC4)cc2)s1	26.2%
Cc1cc(C(=O)OCC(=O)NC2CCCCCCC2)c2ccccc2n1	?
O=C(O)/C=C/c1ccc(-c2ccc(Br)cc2Cl)o1	7.94µM*
CC(C)c1nc(-c2ccc(OC3CCN(S(=O)(=O)Cc4ccccc4)C3)cc2)no1 (stereo not drawn)	27.4%
Cc1nnc([C@H]2CCN(Cc3ccc(F)cc3)C2)o1	46.5%[activator][176 µM]
CCc1csc(CNC(=O)c2ccc(OCC3(C)CCCNC3)nc2)n1 (stereo not drawn)	76.3%[activator]
c1ccc(SC(Sc2ccccc2)=C(Sc2ccccc2)Sc2ccccc2)cc1	0.0%
CCC(C)NC(=O)c1ccccc1NC(=O)c1cnc2ccccc2n1 (stereo not drawn)	-3.7%
CC(C)N(C(=O)COc1ncnc2ccc(Br)cc12)c1ccccc1	1.5%
COc1ccc(CCNc2ncnc3c2CN(c2ccc(Cl)cc2)C(=O)N(C)C3)cc1	?
Fc1cccc(-c2[nH]ncc2CN2CCN(c3cccnc3)CC2)c1	43.9%[activator]
COc1ccc(C(=O)Nc2ccc3c(c2)CN(Cc2cccc(OC)c2OC)C(=O)CO3)cc1OC	-2.7%
O=C1CN(CC(=O)Nc2c(Cl)cccc2Cl)CCN1	23.1%

Three entries from above, as labelled records:
CC(C)c1nc(-c2ccc(OC3CCN(S(=O)(=O)Cc4ccccc4)C3)cc2)no1 (stereo not drawn)
  ALOX12 inh: 27.4%

COc1ccc(CCNc2ncnc3c2CN(c2ccc(Cl)cc2)C(=O)N(C)C3)cc1
  ALOX12 inh: ?

c1ccc(SC(Sc2ccccc2)=C(Sc2ccccc2)Sc2ccccc2)cc1
  ALOX12 inh: 0.0%

Following part
SMILES	ALOX12 inh
Cc1ccc(/C=C/C(=O)c2ccc(-c3ccccc3)cc2)c(C)c1	?
Cc1cccc(CNc2nc3ccccc3nc2C)c1	?
Cc1c(C(=O)N2CCC(C(=O)Nc3ccc4c(c3)OCO4)CC2)oc2ccc(F)cc12	14.0%
CCN(CC)C(=O)[C@@H]1CCCN1[C@H](Cc1ccccc1)C(=O)NC	-1.3%[176 µM]
O=C(Cn1cccc1-c1nc(-c2ccccc2)no1)Nc1cc(F)cc(F)c1	16.3%
Cc1cc(C(=O)N2CCCC(c3nc(-c4cccnc4)no3)CCNC(=O)CC2)n(C)n1 (stereo not drawn)	10.4%
CC(=O)c1c(C)[nH]c(C(=O)Cn2cnc3cc(F)ccc3c2=O)c1C	-4.0%
CC(C)CCNC(=O)NC(=O)COC(=O)CCCc1c[nH]c2ccccc12	-4.0%
O=C(NCCn1cccc1-c1nc(-c2ccccc2)no1)c1ccc(F)c(Cl)c1	57.5%[activator]
O=Cc1cccc(OCc2ccc(Br)cc2)c1	-36.7%
COc1ccc(C(=O)NC2CCCNC2=O)cc1S(=O)(=O)N(C)C (stereo not drawn)	-7.0%
Fc1ccc(OCc2nnc3sc(COc4ccc(Cl)cc4)nn23)cc1	0.0%
Cn1c(C(=O)NCc2ccoc2)nc2nc(-c3ccccc3)c(Cl)cc21	8.2%[176 µM]
Cc1cc(C)n(CC(=O)Nc2cc(C(F)(F)F)ccc2Cl)c(=O)c1C#N	?
CC1=C[C@@H](CNC(=O)CN(C)C)[C@H](C(C)C)C[C@H]1Cc1nc2ccc(C)cc2[nH]1	41.4%[176 µM]
COc1ccc(C(=O)N2CC(C(=O)NC3CCCCC3)C3(CCOCC3)C2)cc1 (stereo not drawn)	-1.0%
C[C@]1(O)CCN(C(=O)c2cnc(C3CC3)nc2)C[C@@H]1O	16.7%
COCCc1nncn1C1CCN(C(=O)c2ccccc2C(F)(F)F)CC1	39.9%[activator]
COc1ccc(C(=O)N2CCC3(C2)C(=NC2CCCCC2)NC(=O)N3c2cccc(OC)c2)cc1 (stereo not drawn)	0.0%[6.33 µM]
CC(C)CCNC(=S)NN	-2.8%
Cc1nn2c(c1-c1ccccc1Oc1ccccc1)N(Cc1cccc(C(=O)O)c1)CCC2	?
NC(=O)c1cn(CC(=O)NCCc2ccccc2F)c2ccccc12	?
COc1ccc(Oc2coc3cc(OC(=O)c4ccc(OC)c(OC)c4)ccc3c2=O)cc1	5.5%
O=C(NCc1cc(-c2ccco2)on1)[C@H]1CNC[C@@H](C(=O)N2CCOCC2)C1	15.4%
Cc1ccc(NC(=O)c2cc(-c3ccncc3)nc3ccccc23)cc1	16.8%
CC(=O)Nc1ccc(S(=O)(=O)NC[C@@H]2C=C(C)[C@H](CC(=O)NC3CCCC3)C[C@H]2C(C)C)cc1	?
CN(Cc1ccccc1C(F)(F)F)Cc1cccc2ccccc12	64.7%[activator][176 µM]
O=C(NCc1ccc(F)cc1)[C@@H]1C[C@@H](c2ccc(F)cc2)N([S+](=O)([O-])c2cccnc2)C1	-1.4%
Cc1cccc(-c2cnc3[nH]cc(CC(=O)N4CCOCC4)c3c2)c1	18.1%[176 µM]
Cc1ccc(S(=O)(=O)N2CCCCCC2c2nnc(C)o2)c(C)c1 (stereo not drawn)	24.5%
Cc1noc(C)c1-c1cc2cc(CO)oc2c(NC2CCOCC2)n1	-15.5%[176 µM]
CC(C)(C#N)C(=O)NCc1ccc(OCC(F)(F)F)cc1	24.7%
COc1cccc(C(O)c2nc(C(=O)NC3CCN(C)CC3)c(C)o2)c1 (stereo not drawn)	-0.8%[176 µM]
CCOC(=O)C(=O)Nc1ccc(N(C)C(C)=O)cc1	-24.1%
N=C(N)c1ccc(OCc2cccnc2)cc1	68.1%
CC(C)(C)c1cc(C(=O)N2CCN(c3ncccn3)CC2)nn2cccc12	2.5%[6.33 µM]
Cc1ccc(C(=O)N2CCC(N3C(=O)CCC3C(=O)NCc3cccnc3)CC2)cc1F (stereo not drawn)	31.5%[activator]
c1cncc(C(CNc2ncncn2)N2CCOCC2)c1 (stereo not drawn)	40.7%[activator]
CCCCCCCCCCOC1CCS(=O)(=O)C1 (stereo not drawn)	12.8%
N#CCCn1cc(C(=O)N2CCOCC2)c(-c2cccc(Cl)c2)n1	-9.2%

Brought forward from above: 2 compounds, followed by the next part.
SMILES	ALOX12 inh
CCCCCCCCCCOC1CCS(=O)(=O)C1 (stereo not drawn)	12.8%
N#CCCn1cc(C(=O)N2CCOCC2)c(-c2cccc(Cl)c2)n1	-9.2%
NC(=O)c1ccc(O[C@@H]2COCC[C@H]2NC(=O)CN2CCOC2=O)cc1	23.4%
O=C(NCc1coc(-c2cccs2)n1)c1ccc(OC(F)(F)F)cc1	-26.5%
CSCCC(=O)N1CCC2(CC1)CC(c1ccccc1)C(=O)N2C (stereo not drawn)	?
O=C1CC(c2ccccc2)N(C(=O)CNC(=O)c2ccsc2)CCCCCCN1 (stereo not drawn)	1.4%
CC(C)CCOc1ccc(/C(CCC/C(=N\O)c2ccc(OCCC(C)C)cc2)=N/O)cc1	-3.4%
COc1ccccc1C(=O)Nc1c(NC2CCCCC2)c2ccccc2oc1=O	-12.6%
O=C(Nc1ccc2nc(SCc3ccccc3)sc2c1)C1CCCCC1	18.9%
Cc1cc(C)c2oc(-c3cccc(NC(=O)c4cccs4)c3)nc2c1	-18.7%
COc1ccccc1-n1nc(CC(N)=O)nc1-c1ocnc1C	-3.8%
COc1ccc(Cc2nc3nccc(-c4ccc(OC)c(OC)c4)n3n2)cc1	-15.5%
O=C(CC1CCCCC1)N1CCC(c2n[nH]c(=O)n2-c2ccccc2)CC1	8.7%
COc1ccc2nc(Nc3nc(C)c(Cc4cccc(Cl)c4)c(=O)[nH]3)nc(C)c2c1	0.8%
O=C1Nc2ccccc2CC12CCCN(CC1CC1)C2 (stereo not drawn)	3.1%[12.5 µM]
CC(=O)NC[C@H]1CCN(Cc2cccc(Cl)c2)C[C@H]1N(C)C	71.5%[activator]
CCc1ccc(C2=C(C)C(=NCC(=O)Nc3cccc(Cl)c3C)NS2(=O)=O)cc1	-36.9%
COc1ccc2c(COC(=O)c3ccc4ccccc4c3O)cc(=O)oc2c1	?
CC(C)C(NC(=O)c1nn(C)c(=O)c2ccccc12)c1ccc2c(c1)OCCCO2 (stereo not drawn)	?
CC(C)NC(=O)Cc1cccs1	-25.8%
Cc1ccc(CNC(=O)N2CCCC(CN3CCC(C)CC3)CC2)cc1 (stereo not drawn)	36.5%[activator]
O=c1cc(-c2ccccc2F)oc2ccc(Br)cc12	-0.7%
N#CC(CC(=O)N1CCCC1)(CC(=O)N1CCCC1)c1nc2ccccc2s1	-6.2%
Cc1cc(C)n(-c2cccc(CN3CCCC(O)(CN(C)C)C3)c2)n1 (stereo not drawn)	52.6%[activator]
CN1c2cc(C(=O)Nc3ccc4c(c3)OCCO4)ccc2C(=O)N2CCCC21 (stereo not drawn)	12.9%
Cc1c(C)n(CCCN2CCOCC2)c2ncn3nc(-c4ccc(F)cc4)nc3c12	-7.9%
Cc1cc(C)cc(OCC(C)CN2CCC(C(O)(c3ccccc3)c3ccccc3)CC2)c1 (stereo not drawn)	-27.1%
O=C(C[C@H]1NC(=O)c2ccccc2NC1=O)Nc1nnc(Cc2ccccc2)s1	1.5%
CNc1cc(C2CC(NS(=O)(=O)c3ccc(F)cc3)C2)nc(COC)n1 (stereo not drawn)	1.4%
COc1cccc(-c2nc(C3CC(=O)N(c4ccc(F)cc4)C3)no2)c1 (stereo not drawn)	23.5%
O=C(NCc1cccnc1)c1ccc(N2CC3CC(C2)[C@H]2CCCC(=O)N2C3)nc1 (stereo partly drawn)	56.9%[activator]
COc1ccccc1NC(=O)NC1CC(=O)N(Cc2cccc(F)c2)C1 (stereo not drawn)	5.3%
CN(C)C[C@@H]1CN(Cc2cccnc2)C[C@H]1NC(=O)Cc1cccc(F)c1	44.9%[activator]
O=C(CC1CCCC1)OCC(=O)c1ccc(Cl)cc1Cl	-15.8%
S=C(NCc1ccc(Cl)cc1)Nc1ccc(Br)cc1	?
COCc1ccc2c(c1)c(OC(C)(C)C(=O)Nc1ccn(C)n1)nn2Cc1cccnc1	-15.0%[176 µM]
O=C1NC2(CCCN(Cc3ccc(F)cc3)C2)Oc2ccccc21 (stereo not drawn)	2.3%[176 µM]
O=C(CCN(Cc1ccco1)C1CCCC1)Nc1ccccc1	-3.1%
Cc1cc2cc(-c3c(C)noc3C)nc(NCc3cccc(F)c3)c2o1	0.8%[176 µM]
CSCC(=O)N[C@H]1CCN2C(=O)c3ccccc3NC(=O)[C@@H]2C1	20.6%[176 µM]
CCCNC(=O)C(C)Sc1nc(CCC)cc(=O)[nH]1 (stereo not drawn)	?
Cc1ccc(C)c(CSc2nnc(C(N)Cc3ccccc3)o2)c1 (stereo not drawn)	?
O=C(O)C(c1c[nH]c2ccc(Cl)cc12)N1CCN(C/C=C/c2ccccc2)CC1 (stereo not drawn)	?
O=C(c1ccc(CN2C(=O)NC3(CCS(=O)(=O)CC3)C2=O)cc1)N1CCSCC1	14.6%
CCCNC(=O)N1CCC(c2noc(COCCOC)n2)CC1	3.0%
COc1nc2c(cc1CNC(=O)c1ccn[nH]1)C(=O)N(CCc1ccccn1)C2	-10.2%
CNc1snc(C)c1C(=O)N(C)CCOc1cccc(Cl)c1	-1.7%
Cc1cnc(C)c(N2CCC(Oc3ccc4c(cnn4CCC(=O)O)c3)CC2)n1	?
CCOC(=O)c1cnc2c(Cl)cccc2c1Nc1ccccc1OC	1.3%
CCCC(=O)N1CC2CC(C1)[C@H]1CCCC(=O)N1C2 (stereo partly drawn)	12.0%
Cc1onc(-c2c(F)cccc2Cl)c1C(=O)OCC(=O)C(C)(C)C	-5.9%

Looked up one by one from above (2):
SMILES	ALOX12 inh
CCCC(=O)N1CC2CC(C1)[C@H]1CCCC(=O)N1C2 (stereo partly drawn)	12.0%
CNc1snc(C)c1C(=O)N(C)CCOc1cccc(Cl)c1	-1.7%
